Source: PubChem (National Center for Advancing Translational Sciences (NCATS))
G9a block: G9a (human) methyltransferase inhibition. Q96KQ7. G9a H3K9 monomethylation, AlphaScreen, 2 h. Potency, µM (series often up to 102 µM), inactives show top-dose activity, negative = inhibition, hits mostly inhibitors. actives 8.8% (n = 350,000). AID 504332; further: on the % scale 0 is the no-effect control and ±100 the full control effect; nearly all actives have a fitted effect of over 75% in size
Target sequence (Q96KQ7 913-1193 limits assumed): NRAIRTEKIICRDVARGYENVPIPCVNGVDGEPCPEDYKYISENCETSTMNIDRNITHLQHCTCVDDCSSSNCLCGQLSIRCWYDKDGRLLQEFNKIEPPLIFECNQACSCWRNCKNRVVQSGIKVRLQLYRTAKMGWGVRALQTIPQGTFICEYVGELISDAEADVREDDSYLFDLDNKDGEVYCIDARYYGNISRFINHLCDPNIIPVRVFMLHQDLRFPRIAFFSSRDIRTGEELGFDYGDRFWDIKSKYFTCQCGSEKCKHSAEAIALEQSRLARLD
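Compounds were preincubated with 20 nM G9a for 15 min, after which biotinylated H3K9 peptide (500 nM) and SAM (20 uM) started a 2 h room-temperature reaction. Monomethylated product was quantified by antibody-based AlphaScreen chemiluminescence.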
BLM helicase inh: blocks DNA unwinding by human BLM helicase. Potency, µM (doses to about 56.1 µM), for inactives: top-dose activity change, negative = inhibition, most hits filed as inhibitors. actives 0.2% (n = 350,000). recombinant BLM DNA unwinding, fluorescence dequenching;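 further: plate controls were vehicle for no effect and no enzyme for full effect; nearly all actives have a fitted effect of over 35% in size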
HP1b chromo inh: inhibitors of HP1-beta chromodomain binding to methylated histone tails | P83916 | AlphaScreen HP1-beta / biotin-H3K9me3 peptide binding | Potency, µM (titrated, usually from 114 µM), inactives show top-dose activity change, negative = inhibition, usual class: inhibitors | actives 0.56% (n = 390,000) | AID 540317; further: nearly all actives have a fitted effect of over 70% in size; inactives centre near 23
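HP1-beta protein (50 nM final) preincubated 30 min at room temperature with biotinylated H3(1-18)K9me3 peptide (50 nM) in PBS pH 7.4, 0.01% Tween-20, then compound added for 30 min. AlphaScreen streptavidin donor/nickel chelate acceptor beads (10 ug/mL final), 30 min dark, luminescence read.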
JMJD2A Tudor inh: inhibitors of human JMJD2A Tudor domain; Potency, µM (series often up to 114 µM), for inactives: top-dose activity change, negative = inhibition, usual class: inhibitors; AID 504339; O75164; actives 4.4% (n = 390,000); AlphaScreen JMJD2A-Tudor / H3K4me3 peptide binding; further: on the % scale 0 is the no-effect control and ±100 the full control effect; nearly all actives have a fitted effect of over 50% in size
POLI inh: blocks human DNA polymerase iota activity | AID 588590 | Potency, µM (highest dose often 115 µM), inactives show at the top dose activity, negative = inhibition, most hits filed as inhibitors | actives 1% (n = 390,000) | Pol iota fluorescent replication assay, 10 min | Q9UNA4
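Pol iota at 10 nM preincubated 15 min with compounds at room temperature; reaction started with fluorescent substrate, 50 nM final. Fluorescence read kinetically at 0 and 10 min; buffer-only wells as negative control.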
Pin1 inh: blocks the human prolyl isomerase Pin1; Pin1 FP peptide displacement, HiFluor488, 10 min; Potency, µM (series often up to 115 µM), for inactives: at the top dose activity, negative = inhibition, hits mostly inhibitors; Q13526; actives 0.009% (n = 390,000); active means well fitted inhibition curve with a large enough effect in the polarisation, with a control signal flat, not every such curve was filed as active; inconclusive means small, poorly fitted or top-dose-only effect, or effect the other way, or a change in a side signal; inactive means no such curve, though single readings can be large or run the other way; the % refers to the polarisation; further: on the % scale 0 is the no-effect control and ±100 the full control effect
Target sequence (Q13526 whole entry, looked up): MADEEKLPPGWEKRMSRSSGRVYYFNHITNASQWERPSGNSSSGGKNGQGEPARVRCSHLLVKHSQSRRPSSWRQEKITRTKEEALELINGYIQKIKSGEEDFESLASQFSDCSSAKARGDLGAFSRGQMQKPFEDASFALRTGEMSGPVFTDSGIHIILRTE
GLS inhibitor: blocks human kidney-isoform glutaminase activity | GLS enzymatic activity, qHTS titration | O94925 | actives 0.21% (n = 410,000) | Potency, µM (highest dose often 45.5 µM), for inactives: top-dose activity change, negative = inhibition, most hits filed as inhibitors; further: on the % scale 0 is the no-effect control and ±100 the full control effect
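hKGA; 45 mM KH2PO4 pH 8.2 + 0.02% Tween-20; cpd via pin tool; 1 mM Gln soln; GluOx/HRP/Amplex Red; RT 30 min; fluor. t0 & final.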
BAZ2B inh: BAZ2B (human) inhibition; Q9UIF8; AlphaScreen BAZ2B-H3K14Ac peptide displacement; Potency, µM (highest dose often 114 µM), for inactives: at the top dose activity change, negative = inhibition, usual class: inhibitors; actives 4.4% (n = 360,000); AID 504333; further: on the % scale 0 is the no-effect control and ±100 the full control effect; nearly all actives have a fitted effect of over 60% in size
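Protein-peptide AlphaScreen: BAZ2B 50 nM, b-H3K14Ac 50 nM, 1x PBS pH 7.4 + 0.01% Tween-20. Preincubation 30 min RT; cpd 30 min RT (top 110 uM); beads 20 min RT, light-protected.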
PGK inhibitor: inhibitors of T. brucei phosphoglycerate kinase; P07378; PGK/GAPDH coupled, Kinase-Glo luminescence, 60 min; Potency, µM (top dose mostly 57.5 µM), inactives show at the top dose activity change, negative = inhibition, hits mostly inhibitors; actives 0.043% (n = 380,000); AID 602233; further: on the % scale 0 is the no-effect control and ±100 the full control effect; nearly all actives have a fitted effect of over 60% in size
Target sequence (P07378 whole entry, looked up): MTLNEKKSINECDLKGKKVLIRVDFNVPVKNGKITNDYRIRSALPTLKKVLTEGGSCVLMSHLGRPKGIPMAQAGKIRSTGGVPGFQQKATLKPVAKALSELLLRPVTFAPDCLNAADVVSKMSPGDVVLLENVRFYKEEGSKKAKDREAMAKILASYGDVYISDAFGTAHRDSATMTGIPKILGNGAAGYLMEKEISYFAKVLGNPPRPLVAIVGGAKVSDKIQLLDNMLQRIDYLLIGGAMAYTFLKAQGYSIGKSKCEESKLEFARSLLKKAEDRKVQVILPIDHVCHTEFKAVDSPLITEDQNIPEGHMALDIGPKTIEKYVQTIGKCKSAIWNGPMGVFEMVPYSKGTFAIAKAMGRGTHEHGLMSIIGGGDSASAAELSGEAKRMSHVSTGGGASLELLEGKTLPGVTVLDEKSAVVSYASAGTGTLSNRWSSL
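Recombinant glycosomal PGK reaction used 1,3-bisphosphoglycerate generated in-well by GAPDH (100nM final) in 100mM TEA pH 7.6, 5mM MgCl2, 0.01% Tween-20. After 60 minutes at room temperature, ATP was read by Kinase-Glo Plus luminescence end-point.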
The depositor's hits bear a star; i = inactive; ? = inconclusive; · = not tested or not shown; & = joins results of further samples; [ ] = dose if it differs, or a comment. Unless noted, the call rests on the fitted dose curve; in most records, active means well fitted curve in the direction sought with a large enough effect; inconclusive means small, poorly fitted or top-dose-only effect, or another doubt; inactive means no such curve, though single readings can be large; an effect the other way counts as inactive or inconclusive. Potency means the concentration at half of the fitted maximal effect.

no.	molecule	G9a block	BLM helicase inh	HP1b chromo inh	JMJD2A Tudor inh	POLI inh
1	CCOc1ccc(NC(=O)c2ccc(OCC3CCCO3)cc2)cc1S(=O)(=O)N(CC)CC (stereo unspecified)	?	·	11%	2%	39%[activator]
2	CCCn1c(=O)c(C(=O)NCCc2ccc(OC)c(OC)c2)c(O)c2ccccc21	33%	-11%	60%[activator]	7%	-18%
3	O=C(O)c1cc(Cl)c(Cl)cc1C(=O)N1CCCC1	-8%[59 µM]	0%	14%	-16%	?
4	O=C(COC(=O)C1CC1)Nc1ccc(Cl)cn1	-6%[12.7 µM]	·	31%[activator]	-13%	-20%
5	CCOc1cccc(N2C(=O)CC(N(CCc3ccc(OC)c(OC)c3)C(=O)CC)C2=O)c1 (stereo unspecified)	-2%[59 µM]	-5%&-4%	11%	1%	-13%
6	CCOc1ccc(OCCSc2nc3ccccc3[nH]2)cc1	-11%[59 µM]	-11%	13%	-15%	9%
7	COc1ccc(OC)c(N=C2C(=O)Nc3ccccc32)c1	?	-2%	0%	-31%	6%
8	CCN(CC(=O)Nc1cc(S(=O)(=O)N2CCOCC2)ccc1Cl)Cc1ccccc1	-29%[12.7 µM]	·	35%	-15%	-12%
9	NC(=S)NN=C(c1ccc(Br)cc1)C1CC1	·	·	?	0.79µM*	-10%
10	O=C(CC(C(=O)O)N1CCOCC1)Nc1ccc(Cl)cc1 (stereo unspecified)	?	1%	10%	45µM*	?
11	Cc1cn(C)c(CC(=O)NCc2cccc(Cl)c2)c1C(=O)O	-1%[59 µM]	0%	15%	-12%	-2%
12	OCC[C@H]1C[C@@H](O)[C@H](O)[C@@]2(Cc3ccccc3O2)O1	-9%[2.33 µM]	·	33%	0%	0%

no.	Pin1 inh	GLS inhibitor	BAZ2B inh	PGK inhibitor
1	1%	16%	-7%	1%
2	0%	1%	?	-6%
3	-11%	15%	14%	-5%
4	1%	5%	-8%	1%
5	0%	-12%	-10%&-6%	i
6	5%	0%	-20%	-9%
7	1%	13%	?	-6%
8	-6%	-2%	-13%	2%
9	-7%	64%[activator]	·	-7%
10	-6%	-1%	10%	1%
11	-13%	-12%	-21%	8%
12	0%	1%	-4%	0%

no.	molecule	G9a block	BLM helicase inh	HP1b chromo inh	JMJD2A Tudor inh	POLI inh
13	CCN(C(=O)CCc1nc(-c2ccc(C)cc2)no1)c1cccc(C(F)(F)F)c1	48%[59 µM]	-13%	58%[activator]	15%	1%
14	Cc1ccc(CCNC(=O)c2c[nH]c3ccc(S(=O)(=O)Nc4cccc(C(F)(F)F)c4)cc3c2=O)cc1	4%[59 µM]	-5%	29%	-29%	-5%
15	O=c1[nH]c2c(c(=O)[nH]1)CCCCCC2	·	·	42%[activator]	1%	-7%
16	O=C(Nc1ccc2c(c1)OCCO2)C1CCCN1C(=O)Nc1ccc(F)cc1 (stereo unspecified)	7%	-2%	34%	6%	14%
17	O=C(NCC(c1ccco1)N1CCc2ccccc2C1)C(=O)Nc1ccccc1 (stereo unspecified)	50µM*	·	8%	-12%	8%
18	Cc1noc(C)c1COC(=O)CCOc1ccccc1	-2%	0%	21%	-3%	-2%
19	CC(=O)c1ccc(OCc2cc(C(=O)N(C)CCOc3ccc(C)cc3)no2)cc1	68%[activator]	-10%	32%	2%	-13%
20	COc1cc(/C=N/n2cnnc2)ccc1Oc1nc(Cl)ncc1F	-6%	-2%	30%	5%	113%[activator]
21	Cc1nnc(SC/C=C/c2ccccc2)n(N)c1=O	-1%	-1%	14%	2%	136%[activator]
22	N#CC1=C(S)N(c2ccccc2)C(c2cccs2)NC1=O (stereo unspecified)	?	0%	7%	-20%	?
23	CCOc1ccc(OCCOCCN2CCCC2)cc1	8.9µM*	1%	-20%	28µM*	25%
24	O=C(Nc1cccc(Br)c1)c1cc(S(=O)(=O)N2CCOCC2)cs1	·	-6%	21%	-6%	18%

no.	Pin1 inh	GLS inhibitor	BAZ2B inh	PGK inhibitor
13	6%	2%	37%	i
14	4%	1%	-7%	4%
15	-6%	-6%	·	3%
16	0%	-3%	?	-7%
17	1%	4%	1%	-1%
18	-2%	-14%	26%	-1%
19	24%	0%	2%	i
20	-9%	-14%	-7%	-7%
21	8%	5%	-32%	7%
22	-6%	-11%	-22%	·
23	-16%	0%	?	i
24	3%	3%	-12%	5%

no.	molecule	G9a block	BLM helicase inh	HP1b chromo inh	JMJD2A Tudor inh	POLI inh
25	O=C(Nc1ccc(Br)cc1)c1ccc(-n2cnnn2)cc1	-10%	-1%	15%	-8%	?
26	O=c1cc(O)n(-c2ccccc2)c(=S)[nH]1	18µM*	5%	-5%	-20%[11.4 µM]	?
27	COc1ccc(N2CCN(C(=O)c3cccc(Br)c3)CC2)c([N+](=O)[O-])c1	?	-15%	?	22µM*	19%
28	CCNC(=O)NC(=O)C(C)OC(=O)CCS(=O)(=O)c1ccc(C)cc1 (stereo unspecified)	9%	0%	18%	-1%	155%[activator]
29	CCOc1ccccc1NC(=O)CCc1nc(-c2cccc(C)c2)no1	27%[59 µM]	-5%	69%[activator]	29%	-6%
30	CSc1cccc(NC(=S)N(Cc2ccc(C)cc2)Cc2ccccn2)c1	-5%[59 µM]	-11%	18%	-4%	55%[activator]
31	Cc1cccc(C(=O)OCC(=O)NC(C)CCc2ccccc2)c1O (stereo unspecified)	-15%[2.33 µM]	-1%	34%	-3%	-8%
32	COc1ccc(-c2nnc3sc(CN4C(=O)c5ccccc5C4=O)nn23)cc1	35µM*	1%	-7%	-3%	19%
33	Cc1ccccc1C(=O)Nc1nc(=S)ss1	13µM*	-1%	-42%	?	-1%
34	CC1CCN(c2ccc(/C=N/n3nnnc3N)cc2[N+](=O)[O-])CC1	0%	-3%	11%	-8%	5%
35	O=S(=O)(c1ccc2c(c1)OCCCO2)N1CCNCC1	7%[59 µM]	-1%	20%	4%	22%
36	O=C(Cn1ccc(C(F)(F)F)n1)N/N=C/c1ccc(N2CCOCC2)cc1	24%[0.0925 µM]	-1%	-17%	-22%[57.1 µM]	18%

no.	Pin1 inh	GLS inhibitor	BAZ2B inh	PGK inhibitor
25	-2%	-10%	-3%	7%
26	4%	?	1%	1%
27	-12%	31%[activator]	40µM*	i
28	-1%	3%	?	-5%
29	5%	-13%	59%[activator]	-8%
30	6%	2%	?	7%
31	-4%	-17%	1%	-9%
32	2%	8%	-1%	-4%
33	3%	-4%	2%	-5%
34	-17%	-1%	?	-9%
35	3%	2%	11%	4%
36	-2%	2%	-10%	i

6 of the compounds above, with values under each structure:
Every second line gives: G9a block | BLM helicase inh | HP1b chromo inh | JMJD2A Tudor inh | POLI inh | Pin1 inh | GLS inhibitor | BAZ2B inh | PGK inhibitor
#18 Cc1noc(C)c1COC(=O)CCOc1ccccc1
    -2% | 0% | 21% | -3% | -2% | -2% | -14% | 26% | -1%
#11 Cc1cn(C)c(CC(=O)NCc2cccc(Cl)c2)c1C(=O)O
    -1%[59 µM] | 0% | 15% | -12% | -2% | -13% | -12% | -21% | 8%
#27 COc1ccc(N2CCN(C(=O)c3cccc(Br)c3)CC2)c([N+](=O)[O-])c1
    ? | -15% | ? | 22µM* | 19% | -12% | 31%[activator] | 40µM* | i
#35 O=S(=O)(c1ccc2c(c1)OCCCO2)N1CCNCC1
    7%[59 µM] | -1% | 20% | 4% | 22% | 3% | 2% | 11% | 4%
#13 CCN(C(=O)CCc1nc(-c2ccc(C)cc2)no1)c1cccc(C(F)(F)F)c1
    48%[59 µM] | -13% | 58%[activator] | 15% | 1% | 6% | 2% | 37% | i
#22 N#CC1=C(S)N(c2ccccc2)C(c2cccs2)NC1=O (stereo unspecified)
    ? | 0% | 7% | -20% | ? | -6% | -11% | -22% | ·

Next section
no.	molecule	G9a block	BLM helicase inh	HP1b chromo inh	JMJD2A Tudor inh	POLI inh
37	O=C(OCCCN1CCOCC1)c1ccc(O)c(O)c1	13µM*	-2%	22%	32µM*	27%
38	Fc1ccccc1C1c2cccn2CCN1C(=S)Nc1ccc(Br)cc1 (stereo unspecified)	25µM*	-2%	20%	-23%	-15%
39	COc1ccc(OC)c(S(=O)(=O)NCCO)c1	33%[59 µM]	0%	38%	5%	8%
40	N#Cc1c(-c2cccnc2)cc(-c2ccccc2)nc1N	·	-6%	58%[activator]	16%	-14%
41	CCOC(=O)c1c(NC(=O)COC(=O)c2cccnc2OCC)sc(C(=O)N(CC)CC)c1C	·	·	16%	-17%	22%
42	Cc1nn(C(C)C(=O)NCc2ccc(OC(C)C)cc2)c(=O)c2c1sc1ccccc12 (stereo unspecified)	1%[59 µM]	-5%	19%	-36%	-7%
43	Oc1c(C=Nc2ccccc2)sc(=S)n1Cc1ccccc1	-5%	-6%	43%[activator]	7%	13%
44	NC(=O)c1ccsc1NC(=O)CSc1nnc(Nc2ccccc2)s1	-20%[59 µM]	-17%	32%	-15%	?
45	CCN(CC)S(=O)(=O)c1ccc(NC(=O)COC(=O)c2c[nH]c(=O)[nH]c2=O)cc1	20%[59 µM]	-2%	28%	5%	5%
46	CC(=O)N(Cc1ccccc1)c1ccccc1C(=O)O	18%	1%	32%	10%	42%[activator]
47	O=C(COC(=O)C1CCN(S(=O)(=O)c2cccs2)CC1)c1ccccc1	4%	-2%	-4%	?	142%[activator]
48	CN(Cc1ccccc1)C(=O)COC(=O)COc1ccc(C#N)cc1	31%	-2%	53%[activator]	-20%	22%

no.	Pin1 inh	GLS inhibitor	BAZ2B inh	PGK inhibitor
37	-13%	4%	-29%	4%
38	42%[activator]	13%	-4%	4%
39	-3%	-10%	2%	0%
40	3%	3%	1%	-2%
41	-7%	-3%	·	4%
42	55%[activator]	?	13%	i
43	?	-7%	-22%	i
44	2%	4%	?	-4%
45	-14%	-2%	-3%	-1%
46	-7%	7%	-9%	0%
47	-5%	0%	-1%	-4%
48	-7%	0%	3%	-8%

This is a subset, so the mix of outcomes need not match the whole.
